Assay outcomes from PubChem.
TDP1 block: TDP1 (human) enzyme inhibition. recombinant TDP1, AlphaScreen DNA substrate cleavage. Potency, µM (top dose mostly 130 µM), inactives show top-dose activity change, negative = inhibition, hits mostly inhibitors. actives 0.28% (n = 350,000). AID 485290; note: nearly all actives have a fitted effect of over 40% in size
Target sequence (Q9NUW8 whole entry, looked up): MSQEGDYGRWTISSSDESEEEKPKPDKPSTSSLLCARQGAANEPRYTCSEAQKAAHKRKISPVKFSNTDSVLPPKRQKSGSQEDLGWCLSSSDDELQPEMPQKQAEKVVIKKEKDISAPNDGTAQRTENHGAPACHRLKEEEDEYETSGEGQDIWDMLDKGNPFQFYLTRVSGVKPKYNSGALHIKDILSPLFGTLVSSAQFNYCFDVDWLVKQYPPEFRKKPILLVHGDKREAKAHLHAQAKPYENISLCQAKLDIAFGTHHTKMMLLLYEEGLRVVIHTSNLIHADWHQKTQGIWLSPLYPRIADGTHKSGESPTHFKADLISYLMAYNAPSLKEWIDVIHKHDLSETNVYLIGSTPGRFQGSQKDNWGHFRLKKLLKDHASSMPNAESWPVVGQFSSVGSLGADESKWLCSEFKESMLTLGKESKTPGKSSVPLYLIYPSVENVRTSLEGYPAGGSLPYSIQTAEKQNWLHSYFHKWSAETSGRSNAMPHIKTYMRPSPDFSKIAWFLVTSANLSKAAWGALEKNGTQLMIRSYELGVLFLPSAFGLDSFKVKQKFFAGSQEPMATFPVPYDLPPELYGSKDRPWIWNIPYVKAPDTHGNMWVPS
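Here, a 5' biotin and 3' phosphotyrosine-FITC DNA oligonucleotide reports Tdp1 activity: intact substrate bridges AlphaScreen beads, while cleavage leaves a 3' phosphate and drops signal. All incubations at room temperature.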
DT40 TDP1 no CPT: qHTS for Inhibitors of human tyrosyl-DNA phosphodiesterase 1 (TDP1): qHTS in cells in absence of CPT; DT40 Tdp1-/- hTDP1 cells, no CPT, ATP luminescence, 48 h; Potency, µM (doses to about 46.2 µM), for the others: top-dose activity change, negative = growth inhibition, usual class: inhibitors; AID 686978, 2013; actives 15% (n = 420,000); note: nearly all actives have a fitted effect of over 55% in size
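Seeded 400 DT40-hTDP1 cells/well (vehicle DMSO, no 20 nM CPT); pinned compounds; ≥48 hr at 37 °C; CellTiter-Glo luminescence as viability measure.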
KAT2A inh: GCN5L2 (KAT2A) acetyltransferase inhibition | Q92830 | actives 0.21% (n = 390,000) | Potency, µM (highest dose often 58.9 µM), for inactives: top-dose activity change, negative = inhibition, hits mostly inhibitors | GCN5L2 HAT assay, ThioGlo1 CoA-SH fluorescence
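Compounds, pin-transferred from DMSO stocks, meet 20nM GCN5L2 for 15 min before the reaction begins with H3(1-25) peptide (75uM) and acetyl-CoA (70uM). Thiol-reactive ThioGlo1 reports CoA release over 20 min at room temperature.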
* marks the source's active call; other numbers are inactive results; ? = inconclusive; . = no result given; & = joins results of further samples; [ ] = another dose, or the depositor's remark. Calls come from the whole dose curve; as a rule, active = well fitted curve in the direction sought with a large enough effect; inconclusive = small, poorly fitted or top-dose-only effect, or another doubt; inactive = no such curve, though single readings can be large; an effect the other way counts as inactive or inconclusive. % is set by controls: 0 for no effect and ±100 for the full control effect; potency is the fitted concentration of half-maximal effect. The list is partial. The share of hits here may be higher or lower than overall.

The first 5 compounds (preview)
SMILES	TDP1 block	DT40 TDP1 no CPT	KAT2A inh
COc1ccccc1CNc1ncncc1-c1ccccc1C(F)(F)F	.	-16.8%	-9.8%
O=C(N/N=C/c1ccccc1C(=O)O)c1cccc(S(=O)(=O)N2CCOCC2)c1	2.8%	14.3%	-6.3%
CCC(C)(C)C1CCC2(CC1)NC(=O)N(CC(=O)N(C)Cc1ccc(OC(F)F)cc1)C2=O (stereo unspecified)	0.0%	7.31µM*	-0.2%
CCS(=O)(=O)Nc1cccc(-c2nc3cccnc3s2)c1	.	?	?
Cn1c(=O)c2c(nc(Br)n2CC(=O)c2cccs2)n(C)c1=O	-0.7%	-19.8%	-4.0%[0.501 µM]

The listing (from the top)
SMILES	TDP1 block	DT40 TDP1 no CPT	KAT2A inh
COc1ccccc1CNc1ncncc1-c1ccccc1C(F)(F)F	.	-16.8%	-9.8%
O=C(N/N=C/c1ccccc1C(=O)O)c1cccc(S(=O)(=O)N2CCOCC2)c1	2.8%	14.3%	-6.3%
CCC(C)(C)C1CCC2(CC1)NC(=O)N(CC(=O)N(C)Cc1ccc(OC(F)F)cc1)C2=O (stereo unspecified)	0.0%	7.31µM*	-0.2%
CCS(=O)(=O)Nc1cccc(-c2nc3cccnc3s2)c1	.	?	?
Cn1c(=O)c2c(nc(Br)n2CC(=O)c2cccs2)n(C)c1=O	-0.7%	-19.8%	-4.0%[0.501 µM]
OCCNCCSc1nc(C2CCCCC2)n(-c2ccccc2Cl)n1	-1.2%	?	-2.6%
COc1ccc2cc(C3CC(c4cccs4)=NN3S(C)(=O)=O)c(Cl)nc2c1 (stereo unspecified)	3.0%	?	-13.1%
CCOc1c(C)cc2[nH]c(CCC(=O)O)nc2c1C	-1.1%	-24.7%	0.9%
O=C(NC(=S)NCCCN1CCOCC1)c1cccc2ccccc12	5.9%	6.6%	-2.5%
COc1cccc(NC(=O)NCc2ccc(F)cc2)c1	5.5%	-8.3%	-7.1%
CC1=CC(=C2C(=O)c3ccccc3C2=O)C=C(C)N1Cc1ccco1	-0.5%	20.6µM*	20.4%
Cc1ccc2[nH]c(CSc3nnc(NC(=O)COc4ccccc4F)s3)cc(=O)c2c1	-5.4%	?	-11.3%
Cc1nnc(SCC(=O)N2CCC(C(N)=O)CC2)s1	5.0%	1.5%	3.5%
Cc1noc2ncnc(Sc3ccc(Br)cc3)c12	-7.7%	9.2µM*	-5.4%
O=C(/C=C/c1cccc(F)c1)Nc1ccc(S(=O)(=O)N2CCOCC2)cc1	1.1%	?	-9.9%
CCCC(=O)NC(=S)c1c(C)n(C)n(-c2ccccc2)c1=O	-5.1%	-26.6%	-14.1%
O=C(O)CCCn1cc(NC(=O)c2ccco2)cn1	-5.5%	-7.2%	-17.6%
CCOc1ccc(CNC(=O)c2ccc3c(c2)nc2n3CCCCC2)cc1	8.1%	-33.5%	-7.5%
O=C(CCc1nc2ccccc2s1)OCc1ccccc1F	?	-16.0%	2.3%
Cc1nc2cc(NC(=O)NCCC3=CCCCC3)ccc2o1	-4.4%	?	3.3%
COc1ccc(OC)c(CC(NC(C)=O)C(=O)NC2CCN(c3cc(C)nc4ncnn34)CC2)c1 (stereo unspecified)	3.0%	.	0.2%
CCCCN(CCCC)C1=Nc2ccccc2N/C1=C(/C#N)C(=O)OCC	-0.9%	20.6µM*	-7.7%
CCOC(=O)N1CCN(C(=O)CSC2=NS(=O)(=O)c3cc(Cl)ccc3N2)CC1	-7.3%	-12.6%	-7.3%
NC(=O)c1ncc(C(F)(F)F)cc1Cl	5.9%	8.5%	-2.2%
Cc1ccn(CCC(=O)Nc2ccc3c(c2)OCO3)n1	5.7%	-12.2%	-0.1%
O=C(CSc1nccc(=O)[nH]1)Nc1ccc(S(=O)(=O)N2CCOCC2)cc1	4.4%	2.0%	-0.6%
COC(=O)c1c(=O)n(O)c2ccc(OC)cc2[n+]1[O-]	-6.2%	-8.4%	0.8%
CN(CC(=O)NC(=O)Nc1ccccc1F)Cc1ccccc1	2.8%	-25.6%	-2.9%
Fc1cc(F)c(F)c(SCCc2ccncc2)c1F	-3.1%	?	.
CN1CCN(CC#CCC2(O)c3ccccc3-c3ccccc32)CC1	1.2%	-7.9%	-0.3%
CCC(CO)Oc1cc(NCc2ccccc2C)c2ncn(C(C)C)c2c1 (stereo unspecified)	6.3%	-23.5%	-4.7%
COc1cc(C)nc(N2CCCC(C(=O)Nc3cccc(Cl)c3Cl)C2)n1 (stereo unspecified)	6.8%	?	-0.6%
O=CN1CCN(C(C(=O)NC2CCCCC2)c2cc3c(cc2[N+](=O)[O-])OCO3)CC1 (stereo unspecified)	0.0%	-10.1%	-15.3%
CCOc1ccc(NC(=O)CN2CCN(CC(=O)Nc3ccc(F)cc3)CC2)cc1	2.1%	1.8%	-27.1%
Cc1cccc(NC(=O)COc2ccc(Br)cc2)n1	4.6%	-11.8%	-23.7%
COc1cc(OC)cc(C(=O)NCc2ccc(-n3cccc3)cc2)c1	-2.6%	?	-2.4%
CC(=O)C1=C(O)C(=O)N(CCCN2CCOCC2)C1c1ccccc1[N+](=O)[O-] (stereo unspecified)	.	?	-11.9%
Cc1ccc2nc(CNC(=O)c3ccccc3)[nH]c2c1	0.0%	-0.6%	-5.8%
COc1ccc([N+](=O)[O-])cc1N1C(=O)c2cccnc2C1=O	.	20.5%	-3.3%
CCOc1ccc(S(=O)(=O)c2cn(Cc3ccc(OC)cc3)c3ccc(F)cc3c2=O)cc1	1.3%	?	-9.2%
CCOc1ccc2nc(NC(=O)Cn3c(C)csc3=O)sc2c1	-10.2%	-12.3%	-5.0%
Oc1c(Br)cc(Br)cc1C=Nc1ccc2[nH]ncc2c1	.	?	-15.1%
CCOC(=O)c1sc(NC(=O)CSc2n[nH]c(-c3ccc(Cl)cc3Cl)n2)c(C#N)c1C	3.8%	16.4µM*	1.1%
COc1ccc(NC(=O)N(C)C[C@H]2Oc3ccc(NS(=O)(=O)c4ccc(F)cc4)cc3C(=O)N([C@H](C)CO)C[C@@H]2C)cc1	1.9%	?	3.3%
CCCN(Cc1cccs1)C(=O)Nc1ccc(Br)c(C)c1	0.0%	?	-12.6%
Cc1ccc(C(=O)N/C(=C\c2cccs2)C(=O)NCc2cccnc2)cc1	2.7%	-11.8%	-4.6%
CNc1ccc(C(=O)N2CCN(S(=O)(=O)c3ccc4c(c3)OCCCO4)CC2)cc1[N+](=O)[O-]	8.9%[56.1 µM]	-22.3%	1.4%
Cc1ccc(CCN2CC(C(=O)NCCCN3CCC(C)CC3)CC2=O)cc1 (stereo unspecified)	-2.2%	?	-2.4%
CC(=O)NCc1ccc(S(=O)(=O)N2CCCN(C)CC2)cc1	.	23.1µM*	5.6%
CCCCn1c(N)c(N(CCOC)C(=O)c2cnccn2)c(=O)[nH]c1=O	.	-1.7%	-1.8%
The results go on:
SMILES	TDP1 block	DT40 TDP1 no CPT	KAT2A inh
Cc1cccc(-c2nnc(SCc3cc(=O)[nH]c4ccccc34)n2C)c1	-1.0%	-18.0%	-3.0%
O=C(Cc1cccc(C(F)(F)F)c1)Nc1cc(S(=O)(=O)N2CCOCC2)ccc1N1CCCC1	-3.2%[56.1 µM]	?	-7.9%
COCCCNC(=O)c1c[nH]c2ccc(S(=O)(=O)N3CCc4ccccc43)cc2c1=O	2.7%	?	-8.5%
Cc1c(Cl)cnc(NC(=O)COC(=O)c2ccc3ncsc3c2)c1Cl	.	-7.9%	?
O=C(Nc1ccc(F)cc1)NC1(C(=O)NCc2cccs2)CCCCC1	-2.0%	-12.4%	-4.9%
Clc1ccc2c(N/N=C/c3ccccc3Br)ccnc2c1	3.4%	2.91µM*	1.5%
COc1ccc(C(=O)C2CCCN(Cc3ccc4nonc4c3)C2)cc1OC (stereo unspecified)	2.4%	-18.0%	-18.4%
Cc1ccc(Cl)cc1N1CCN(C(=O)C2CCN(S(=O)(=O)c3cnc[nH]3)CC2)CC1	-3.3%	?	1.7%
CC(=O)c1nn(-c2cccc(Br)c2)cc1C(=O)c1ccc(Br)cc1	1.0%	11.6µM*	.
COc1ccc(C(=O)Nc2ccc(S(=O)(=O)Nc3nccc(C)n3)cc2)cc1OC	9.3%	-10.3%	-1.7%
CC(=O)Nc1ccc(C(=O)OCC(=O)Nc2ccc([N+](=O)[O-])cc2C(F)(F)F)cc1	4.5%	?	-4.3%
Cc1cc(C)c(S(=O)(=O)N2CCN(C(=O)C(C)Cn3nc(C)nc3C)CC2)c(C)c1 (stereo unspecified)	-7.4%	4.6%	-5.0%
CS(=O)(=O)N(CC(=O)NCCSC1CCCCC1)c1cccc(F)c1	-0.6%	-15.8%	0.1%
O=C(CN1C(=O)NC2(CCCC2)C1=O)Nc1cccc(-c2nnc3n2CCCCC3)c1	4.2%	-16.3%	1.1%
OCCC1CN(Cc2cnc(-c3cccc4ccccc34)nc2)CCN1C1CCCCC1 (stereo unspecified)	9.0%	18.4µM*	-0.1%
CC1=NN(c2ccccc2)C(=O)/C1=C/c1cn(C)c2ccccc12	4.7%	?	-14.1%
Cc1ccccc1NS(=O)(=O)c1ccc2[nH]cc(C(=O)NCCCN3CCOCC3)c(=O)c2c1	-7.6%	-2.3%	-2.0%
COc1ccc(NC(=O)COC(=O)C2CCN(C(=O)c3ccc(Cl)cc3)CC2)c([N+](=O)[O-])c1	4.9%	-17.2%	-1.5%
COc1ccc(-c2csc(NC(=O)C3CC(=O)N(Cc4ccccc4)C3)n2)cc1OC (stereo unspecified)	7.3%	?	-4.5%
O=C(CCSc1ccccn1)Nc1ccc(Br)cc1	3.2%	?	1.5%
CC(C)(O)C#Cc1ccc(CN2CCN(C3CCCCC3)C(CCO)C2)cc1 (stereo unspecified)	-6.1%	17.2%	-0.4%
CC(=O)Nc1ccc(NC(=O)c2c(-c3ccccc3Cl)noc2C)cc1	3.5%[0.0935 µM]	8.1%	1.2%
CCC(C(=O)O)N1C(=O)C2CCCCC2C1=O (stereo unspecified)	-3.1%	8.5%	11.5%
CN1C(=O)c2ccc(NC(=O)c3ccc(N4CCCCC4)c([N+](=O)[O-])c3)cc2C1=O	2.6%	?	-8.6%
CCOc1ccc(CCNC(=O)Cn2nnc(-c3ccccc3)n2)cc1OCC	5.8%	.	-2.2%
O=C(C/C=N/OCc1c(Cl)cccc1Cl)c1ccccc1	0.5%	-34.1%	-5.4%
CCOC(=O)c1c(C)[nH]c(C(=O)OCC(=O)N(CC(C)C)c2c(N)n(Cc3ccccc3)c(=O)[nH]c2=O)c1C	.	?	-5.4%
Cc1cc(C)cc(C(=O)Nc2nc3ccccc3[nH]2)c1	.	23.1µM*	-8.5%
CC(C)COc1ccc(C(=O)Nc2cccc(-c3nc4ccccc4[nH]3)c2)cc1	2.2%[12.3 µM]	20.6µM*	-11.3%
CC(=O)Nc1ccc(-c2sc(Nc3ccccc3)n[n+]2C)cc1	.	-8.0%	0.9%
CSc1nnc(C)c(=O)n1COC(=O)/C=C/c1ccc2c(c1)OCO2	4.6%	-20.1%	-11.3%
CC1(C(=O)OCC(=O)Nc2ccc(Cl)cn2)CC1(Cl)Cl (stereo unspecified)	-0.3%	-22.2%	-9.9%
COc1ccccc1CNC(=O)c1c(-c2ccccc2)nn(-c2ccccc2)c1C	0.5%	14.6µM*	1.4%
Cc1cc(S(=O)(=O)C(CNC(=O)COc2ccc(Cl)cc2)c2cccs2)ccc1F (stereo unspecified)	1.2%	?	-2.7%
C[C@H]1NC(=O)NC1=O	14.4%[21 µM]	.	0.0%&-6.7%[21.4 µM]
Nc1c(C(=O)OCC(=O)Nc2ccc(OC(F)F)cc2)[nH]c(=O)[nH]c1=O	0.5%	2.0%	-11.3%
Cc1ccc(C(=O)COC(=O)COc2ccc(C)c(C)c2)cc1	-14.7%	7.1%	-9.6%
CCc1cccc(C)c1NC(=O)C1CN(S(=O)(=O)c2ccccc2)CCN1S(=O)(=O)c1ccccc1 (stereo unspecified)	4.6%	?	-1.3%
Cc1cc(C)c(S(=O)(=O)c2ccccc2C)c(Oc2ccccc2)n1	-2.6%	?	-8.5%

An excerpt of these results, with values under each structure.
Values run as follows: TDP1 block	DT40 TDP1 no CPT	KAT2A inh
- CC1(C(=O)OCC(=O)Nc2ccc(Cl)cn2)CC1(Cl)Cl (stereo unspecified)
  -0.3%	-22.2%	-9.9%
- COc1ccccc1CNC(=O)c1c(-c2ccccc2)nn(-c2ccccc2)c1C
  0.5%	14.6µM*	1.4%
- Cc1cc(S(=O)(=O)C(CNC(=O)COc2ccc(Cl)cc2)c2cccs2)ccc1F (stereo unspecified)
  1.2%	?	-2.7%
- C[C@H]1NC(=O)NC1=O
  14.4%[21 µM]	.	0.0%&-6.7%[21.4 µM]
